Screens as filed in PubChem BioAssay.
Giardia killer: Small Molecules that selectively kill Giardia lamblia: qHTS; 340,000 tested, 0.15% active; activity change, % at 7.66 µM, hits read low; Giardia lamblia trophozoite viability; in the data active means activity change below about -80%; inconclusive means between about -30% and that limit;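 further: parasites exposed to compound for two days anaerobically before the ATP read; on the % scale 0 is the no-effect control and ±100 the full control effect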
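Media and compound were dispensed first, then trophozoites at 100 cells/well; plates sat 48 hrs at 37 deg C without oxygen before ATP luminescence reagent was added and read after 15-30 min at room temperature.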
Tb PFK inh: qHTS Assay to Find Inhibitors of T. brucei phosphofructokinase; ATP-dependent 6-phosphofructokinase (Trypanosoma brucei brucei), O15648; T. brucei PFK, ADP-Glo luminescence; Potency, µM (titrated, usually from 57.5 µM), for inactives: at the highest dose activity, negative = inhibition, usual class: inhibitors; 330,000 tested, 0.17% active;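 further: potency means the concentration at half of the fitted maximal effect; 0% = uninhibited 1x PFK enzyme wells and -100% = no-enzyme wells; nearly all actives have a fitted effect of over 60% in size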
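Luminescent ADP detection (ADP-Glo, two-step: ATP depletion then ADP-to-ATP conversion for luciferase) reported PFK activity after 45 min room-temperature reaction of 1.25 nM enzyme with 0.5 mM F6P and 0.1 mM ATP at pH 8.0.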
FBPA coupling cs: qHTS Assay for Inhibitors of Fructose-1,6-bisphosphate Aldolase from Giardia Lamblia: Coupling assay counterscreen; activity change, negative = inhibition, % at 58.2 µM, hits read low; coupling enzyme system counterscreen, AmpLite Red fluorescence; 290,000 tested, 0.67% active; in the data active means activity change below about -30%; further: on the % scale 0 is the no-effect control and ±100 the full control effect
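Coupling enzymes only (glyceraldehyde-3-phosphate) + compound, at 57.5 uM final, 10 min RT; add substrate/coupling/AmpLite Red mix, 20 min RT; fluorescence ex 525/em 598 nm. Actives flag coupling-system interference.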
GALK inhibitor: qHTS Assay for Inhibitors of Human Galactokinase (GALK); P51570; Purified GALK, Kinase-Glo residual ATP luminescence; Potency, µM (highest dose often 57.5 µM), for inactives: at the top dose activity change, negative = inhibition, usual class: inhibitors; 270,000 tested, 0.007% active; AID 1868, 2009; further: potency means the concentration at half of the fitted maximal effect; on the % scale 0 is the no-effect control and ±100 the full control effect
Target sequence (P51570 whole entry, looked up): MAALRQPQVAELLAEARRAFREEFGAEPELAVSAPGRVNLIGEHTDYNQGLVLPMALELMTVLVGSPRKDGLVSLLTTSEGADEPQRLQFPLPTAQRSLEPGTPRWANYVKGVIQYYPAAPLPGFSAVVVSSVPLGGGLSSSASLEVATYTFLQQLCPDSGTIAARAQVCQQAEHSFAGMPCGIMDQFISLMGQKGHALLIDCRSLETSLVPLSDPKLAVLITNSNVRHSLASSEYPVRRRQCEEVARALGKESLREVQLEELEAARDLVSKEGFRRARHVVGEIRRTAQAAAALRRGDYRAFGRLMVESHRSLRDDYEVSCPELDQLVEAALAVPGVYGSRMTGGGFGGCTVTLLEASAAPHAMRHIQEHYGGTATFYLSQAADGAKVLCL
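The enzyme phosphorylates galactose (100 uM) using ATP (35 uM); inhibition is detected as higher residual ATP, quantified by bioluminescence after 1 h reaction at room temperature, pH 8.0.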
TSG101-PTAP inh: qHTS Assay for Iinhibitors of HIV-1 Budding by Blocking the Interaction of PTAP/TSG101 | Fluorescence polarization, FITC-PTAP peptide / Tsg101 binding | Potency, µM (doses to about 115 µM), without a hit: top-dose activity change, negative = inhibition, actives largely listed as inhibitors | 340,000 tested, under 10 active | AID 493005, 2010; active means well fitted inhibition curve with a large enough effect in the main read-out, with a control signal flat, not every such curve was filed as active; inconclusive means small, poorly fitted or top-dose-only effect, or effect the other way, or a change in a side signal; inactive means no such curve, though single readings can be large or run the other way; further: potency means the concentration at half of the fitted maximal effect; % of control where 0% means no effect
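Compounds were pin-transferred onto Tsg101 binding domain (10 uM final) in HEPES pH 7.5 buffer, then FITC-PTAP peptide was added at 50 nM final. After 20 min at RT, polarization reported peptide displacement across a qHTS concentration series.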
Menin-MLL TR inh: qHTS Assay for Inhibitors Targeting the Menin-MLL Interaction in MLL Related Leukemias: Competition With Texas Red Labeled MLL-derived Mutant Peptide; O00255; Menin + Texas Red MLL mutant peptide, fluorescence polarization; Potency, µM (highest dose often 61.6 µM), without a hit: at the top dose FP activity change, negative = inhibition, actives largely listed as inhibitors; 270,000 tested, 0.23% active; AID 1768, 2009; active means well fitted inhibition curve with a large enough effect in the polarisation, with a control signal flat, not every such curve was filed as active; inconclusive means small, poorly fitted or top-dose-only effect, or effect the other way, or a change in a side signal; inactive means no such curve, though single readings can be large or run the other way; the % refers to the polarisation; further: potency means the concentration at half of the fitted maximal effect; % of control where 0% means no effect; many of its hits are not listed in these tables
ASM inhibitor: Inhibitors of Secretory Acid Sphingomyelinase (S-ASM): qHTS; Sphingomyelin phosphodiesterase (Homo sapiens), P17405; 340,000 tested, 0.006% active; placental ASM, HMU-PC fluorogenic substrate, 60 min; Potency, µM (series often up to 57.5 µM), inactives show at the highest dose activity change, negative = inhibition, actives largely listed as inhibitors; further: potency means the concentration at half of the fitted maximal effect
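Human placenta-derived ASM enzyme was preincubated with compound for 10 minutes at room temperature, then given fluorogenic substrate HMU-PC0 (9 uM final) for 60 minutes at 37 °C; a pH 10 stop preceded fluorescence reading at Ex 386/Em 447 nm.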
Integrin act MD: qHTS for Activators of Integrin-Mediated Alleviation for Muscular Dystrophy; alpha7betagal myoblasts, beta-gal FDG fluorescence, 48 h; Potency, µM (series often up to 38.3 µM), inactives show top-dose activation, most hits filed as activators; 350,000 tested, 0.064% active; AID 624291, 2012;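 further: potency means the concentration at half of the fitted maximal effect; 100% = response of the positive control SU9516; nearly all actives have a fitted effect of over 60% in size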
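alpha7betagal+/- myoblasts (passage 13, 250/well) treated 48 h at 37C with compounds at 1:260 dilution of DMSO stock. Lysed, then beta-galactosidase activity read as FDG fluorescence (ex 480/em 540) after 30 min, with pre-read for autofluorescence.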
B2AR arrestin: qHTS assay of beta-arrestin-biased ligands of beta2-adrenergic receptor | Potency, µM (top dose mostly 46.1 µM), without a hit: at the top dose activation, most hits filed as activators | 330,000 tested, 0.02% active | Beta-2 adrenergic receptor (Homo sapiens), P07550 | beta-arrestin recruitment to beta2AR, cell-based reporter;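 further: potency means the concentration at half of the fitted maximal effect; 0% = DMSO controls and full agonism = EC100 isoproterenol or metaproterenol; nearly all actives have a fitted effect of over 65% in size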
Target sequence (P07550 whole entry, looked up): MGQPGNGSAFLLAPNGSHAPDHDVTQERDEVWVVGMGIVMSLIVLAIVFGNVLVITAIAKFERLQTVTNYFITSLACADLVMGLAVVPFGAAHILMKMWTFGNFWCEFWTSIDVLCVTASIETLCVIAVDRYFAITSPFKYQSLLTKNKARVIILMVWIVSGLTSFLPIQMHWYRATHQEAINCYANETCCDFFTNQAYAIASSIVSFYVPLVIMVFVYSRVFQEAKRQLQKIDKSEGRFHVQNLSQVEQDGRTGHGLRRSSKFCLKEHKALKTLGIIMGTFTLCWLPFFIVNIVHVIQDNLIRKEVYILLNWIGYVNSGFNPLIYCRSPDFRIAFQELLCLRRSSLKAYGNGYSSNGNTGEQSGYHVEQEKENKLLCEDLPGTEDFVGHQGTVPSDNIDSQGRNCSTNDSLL
BCR signal inh: qHTS Assay to Find Inhibitors of Chronic Active B-Cell Receptor Signaling; ABC-DLBCL IkBa-CBG/CBR reporter, luminescence ratio, 4 h; Potency, µM (series often up to 46.1 µM), for inactives: at the top dose ratio change, negative = lower green/red ratio, usual class: inhibitors; 340,000 tested, 0.05% active; AID 493014, 2011; active means well fitted inhibition curve with a large enough effect in the signal ratio, with a control signal flat, not every such curve was filed as active; inconclusive means small, poorly fitted or top-dose-only effect, or effect the other way, or a change in a side signal; the % refers to the signal ratio;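 further: potency means the concentration at half of the fitted maximal effect; plate controls were basal doxycycline-induced cells for no effect and cells given 10 µM MG132 for full effect; MG132 reads +100%, hits lower the ratio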
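Cell line TMD8 (human ABC DLBCL), stably expressing tet-inducible CBG68-IkBa fusion and CBR; IMDM/0.5% FBS; cpd up to 46 uM; dox induction, 4 h, 37C/5% CO2; dual luminescence; green/red ratio; MG132 control.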
PKM2 activator: qHTS Assay for Activators of Human Muscle isoform 2 Pyruvate Kinase; 260,000 tested, 0.34% active; Potency, µM (top dose mostly 57.5 µM), for the others: at the top dose activation, usual class: activators; purified PKM2, Kinase-Glo ATP luminescence, activation; response scale: 0% is enzyme alone, no compound; AID 1631, 2009; further: potency means the concentration at half of the fitted maximal effect; on the % scale 0 is the no-effect control and ±100 the full control effect; nearly all actives have a fitted effect of over 55% in size
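hPK-M2, >95% pure; 0.1 mM ADP / 0.5 mM PEP final; imidazole pH7.2 buffer w/ 7 mM MgCl2, 50 mM KCl; 1 h RT; Kinase-Glo lum. Intermediate enzyme activity for dual inhibitor/activator qHTS.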
* = called active by the depositor; [ ] = another dose, or the depositor's remark. Unless noted, the call rests on the fitted dose curve; in most records, active means well fitted curve in the direction sought with a large enough effect; inconclusive means small, poorly fitted or top-dose-only effect, or another doubt; inactive means no such curve, though single readings can be large; an effect the other way counts as inactive or inconclusive.

Results for O=C(COC(=O)C1CC1)NC(=O)NCc1ccccc1 ?
Giardia killer: -4; Tb PFK inh: 1%; FBPA coupling cs: 2; GALK inhibitor: 11%; TSG101-PTAP inh: -1%; Menin-MLL TR inh: 0%; ASM inhibitor: 1%; Integrin act MD: inconclusive; B2AR arrestin: -0.1%; BCR signal inh: 1%; PKM2 activator: inconclusive

How did COc1ccc(N=Cc2cc(Cc3ccccc3Cl)cc([N+](=O)[O-])c2O)cc1OC do in these assays?
Giardia killer: 4; Tb PFK inh: 4%; FBPA coupling cs: 2; GALK inhibitor: -4%; TSG101-PTAP inh: -4%; Menin-MLL TR inh: 9%; ASM inhibitor: -7%; Integrin act MD: 10%; B2AR arrestin: 0.1%; BCR signal inh: -18%; PKM2 activator: 2%

Results for O=C(NNC1=C(C(=O)C(F)(F)F)CCC1)c1cccc(Cl)c1 ?
Giardia killer: 8; Tb PFK inh: 2%; FBPA coupling cs: 1; GALK inhibitor: -3%; TSG101-PTAP inh: 3%; ASM inhibitor: -2%; Integrin act MD: -13%; B2AR arrestin: 0.1%; BCR signal inh: inconclusive; PKM2 activator: 0%

Results for CCCCCC(=O)Nc1cc(S(=O)(=O)N2CCOCC2)ccc1N1CCN(C)CC1 ?
Giardia killer: -23; Tb PFK inh: -2%; GALK inhibitor: -9%; TSG101-PTAP inh: -1%; ASM inhibitor: -2%; Integrin act MD: -12%; B2AR arrestin: -0.4%; BCR signal inh: 7%; PKM2 activator: -6%

What do the screens show for `COc1ccc(CN2CCc3ccccc3C2)cc1Br`?
Giardia killer: -10; Tb PFK inh: -5%; FBPA coupling cs: -3; GALK inhibitor: 0%; TSG101-PTAP inh: -2%; Menin-MLL TR inh: 2%; ASM inhibitor: -1%; Integrin act MD: 21%; B2AR arrestin: 3.5%; BCR signal inh: 5%; PKM2 activator: -1%

Results for CCOc1ccc(NC(=O)C(=O)NCCN2CCN(S(=O)(=O)c3ccccc3)CC2)cc1 ?
Giardia killer: 5; Tb PFK inh: 1%; FBPA coupling cs: 4; GALK inhibitor: -1%; TSG101-PTAP inh: 1%; Menin-MLL TR inh: 7%; ASM inhibitor: -2%; Integrin act MD: inconclusive; B2AR arrestin: -0.5%; BCR signal inh: 6%; PKM2 activator: 2%

What do the screens show for `CN(Cc1ccccc1)S(=O)(=O)c1ccc(Cl)c(C(=O)NCCCN2CCOCC2)c1`?
Giardia killer: 3; Tb PFK inh: 1%; TSG101-PTAP inh: 0%; Integrin act MD: 1%; B2AR arrestin: -0.2%; BCR signal inh: 19%

What do the screens show for `CC(=O)c1ccccc1NC(=O)COC(=O)c1cc[n+]([O-])cc1`?
Giardia killer: 12; Tb PFK inh: 0%; TSG101-PTAP inh: 0%; ASM inhibitor: 3%; Integrin act MD: -6%; B2AR arrestin: -0.2%; BCR signal inh: 1%

What do the screens show for `N#Cc1cccc(NC(=S)Nc2ccccc2)c1`?
Giardia killer: 0; Tb PFK inh: -26%; FBPA coupling cs: 0; GALK inhibitor: 2%; TSG101-PTAP inh: -3%; Menin-MLL TR inh: 17%; ASM inhibitor: 0%; Integrin act MD: -19%; B2AR arrestin: -0.7%; BCR signal inh: 7%; PKM2 activator: -10%

What do the screens show for `C#CCCC(=O)c1ccccc1/C=[N+](\[O-])c1ccccc1`?
Giardia killer: -6; Tb PFK inh: 0%; TSG101-PTAP inh: -11%; ASM inhibitor: 0%; Integrin act MD: 6%; B2AR arrestin: 0.0%; BCR signal inh: -2%

What do the screens show for `COc1ccc(C(=O)N2CCC(C(=O)c3ccc(F)cc3)CC2)cc1`?
Giardia killer: 18; Tb PFK inh: 1%; FBPA coupling cs: 4; GALK inhibitor: 0%; TSG101-PTAP inh: -7%; Menin-MLL TR inh: -10%; ASM inhibitor: 0%; Integrin act MD: -5%; B2AR arrestin: -0.5%; BCR signal inh: -4%; PKM2 activator: 6%

Results for CC(C)(C)n1cnc2cc(NCc3cccs3)ccc21 ?
Giardia killer: -6; Tb PFK inh: 1%; FBPA coupling cs: -3; GALK inhibitor: 0%; TSG101-PTAP inh: -1%; Menin-MLL TR inh: -10%; ASM inhibitor: 0%; Integrin act MD: -49%[inhibitor]; B2AR arrestin: -0.1%; BCR signal inh: inconclusive; PKM2 activator: 0%

Results for CCN1CCN(C(=S)Nc2ccc(Cl)cc2)CC1 ?
Giardia killer: 6; Tb PFK inh: -3%; FBPA coupling cs: 2; GALK inhibitor: -2%; TSG101-PTAP inh: -5%; Menin-MLL TR inh: -24%; ASM inhibitor: 0%; Integrin act MD: 2%; B2AR arrestin: 0.2%; BCR signal inh: inconclusive; PKM2 activator: 5%

What do the screens show for `O=C(Nc1ccc(Cl)cc1)N[C@@H]1c2c(ccc3ccccc23)OC[C@@H]1CO`?
Giardia killer: 4; Tb PFK inh: 0%; FBPA coupling cs: 3; GALK inhibitor: -1%; TSG101-PTAP inh: -9%; ASM inhibitor: -15%; Integrin act MD: 19%[7.66 µM]; B2AR arrestin: 0.0%; BCR signal inh: inconclusive; PKM2 activator: -2%

Results for O=C(O)CCNC1CCCCC1 ?
Giardia killer: 25; Tb PFK inh: -1%; FBPA coupling cs: 2; GALK inhibitor: -3%; TSG101-PTAP inh: -8%; Menin-MLL TR inh: 15%; ASM inhibitor: 5%; Integrin act MD: -2%; B2AR arrestin: 0.2%; BCR signal inh: 3%; PKM2 activator: -1%

How did CCCN(CC(=O)Nc1ccc(F)c(F)c1F)C(=O)c1ccc2c(c1)NC(=O)CS2 do in these assays?
Giardia killer: -1; Tb PFK inh: -4%; TSG101-PTAP inh: -3%; ASM inhibitor: -2%; Integrin act MD: -6%; B2AR arrestin: -0.6%; BCR signal inh: -9%

Results for O=C(COC(=O)CC1CC2CCC1C2)NC(=O)NC1CCCC1 (stereo unspecified) ?
Giardia killer: 13; Tb PFK inh: 0%; FBPA coupling cs: 1; GALK inhibitor: 0%; TSG101-PTAP inh: 2%; Menin-MLL TR inh: -21%; ASM inhibitor: 0%; Integrin act MD: inconclusive; B2AR arrestin: -0.2%; BCR signal inh: 3%; PKM2 activator: 1%

What do the screens show for `COc1ccc(C)cc1Nc1nc(-c2ccccc2O)nc2ccccc12`?
Giardia killer: -13; Tb PFK inh: 4%; FBPA coupling cs: -1; GALK inhibitor: 0%; TSG101-PTAP inh: -2%; Menin-MLL TR inh: inconclusive; ASM inhibitor: -13%; Integrin act MD: -11%; B2AR arrestin: 0.5%; BCR signal inh: 9%

How did Cc1ccc(-n2[nH]c(C)c(/C=N/NC(=O)c3cccc([N+](=O)[O-])c3)c2=O)cc1C do in these assays?
Tb PFK inh: 0%; FBPA coupling cs: 2; GALK inhibitor: -5%; Menin-MLL TR inh: inconclusive; B2AR arrestin: -0.6%; BCR signal inh: inconclusive; PKM2 activator: -4%

Results for CCOc1ccc(NC(=O)COC(=O)c2ncc(Cl)c(Cl)c2Cl)cc1 ?
Giardia killer: 33[activator]; Tb PFK inh: 1%; FBPA coupling cs: 0; GALK inhibitor: 0%; TSG101-PTAP inh: -2%; Menin-MLL TR inh: 20%; ASM inhibitor: 1%; Integrin act MD: -9%; B2AR arrestin: -0.8%; BCR signal inh: -1%; PKM2 activator: -2%

This is a subset; rates above refer to the full screens.
